Screening data: PubChem BioAssay, several laboratories
IDE cell inh – human IDE inhibitors in live cells, primary screen, fluorescence polarization, HEK cells, FAbetaB substrate; Insulin-degrading enzyme (Homo sapiens), P14735; FAbetaB cleavage; inhibition, % at 5.59 µM; 0.41% of 320,000 active; AID 434962, 2010;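 active = percent inhibition above the average of all tested compounds plus 3 SD, set per screening campaign, cut at about 16% in these data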;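 note: IDE supplied by intact live HEK cells; FP after avidin binding of uncleaved biotin substrate so inhibition keeps polarization high; 0% = DMSO wells and 100% = 60 µM reference IDE inhibitor Ii1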
CRFR2-BP ag – agonists of CRF-BP/CRF-R2 complex, primary screen, cell-based, HEK293, calcium dye fluorescence, uHTS; calcium dye fluorescence (FLIPR); percent of saturating CRF peptide response; 0.46% of 350,000 active; AID 588473, 2011; CRF-binding protein / CRF receptor 2 complex (human); activation, % at 13.2 µM;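 active = activation of at least 50%, plus an integration ratio under a set limit after plate pattern correction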;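 note: plate controls were neutral control wells without compound for no effect and CRF at EC100 for full effect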
CHRM5 PAM – human M5 muscarinic receptor positive allosteric modulators, primary screen, CHO-K1 cells, Fluo-8 calcium fluorescence | Muscarinic acetylcholine receptor M5 (Homo sapiens), P08912 | CHO-K1 hM5, ACh EC20 PAM; 0% = ACh EC20, 100% = ACh EC100 | activation, % at 3 µM | 0.3% of 360,000 active;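 active = activation above the run cutoff, the mean activation of all test compounds plus 3 SD, cut at about 18% in these data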
Target sequence (P08912 whole entry, looked up): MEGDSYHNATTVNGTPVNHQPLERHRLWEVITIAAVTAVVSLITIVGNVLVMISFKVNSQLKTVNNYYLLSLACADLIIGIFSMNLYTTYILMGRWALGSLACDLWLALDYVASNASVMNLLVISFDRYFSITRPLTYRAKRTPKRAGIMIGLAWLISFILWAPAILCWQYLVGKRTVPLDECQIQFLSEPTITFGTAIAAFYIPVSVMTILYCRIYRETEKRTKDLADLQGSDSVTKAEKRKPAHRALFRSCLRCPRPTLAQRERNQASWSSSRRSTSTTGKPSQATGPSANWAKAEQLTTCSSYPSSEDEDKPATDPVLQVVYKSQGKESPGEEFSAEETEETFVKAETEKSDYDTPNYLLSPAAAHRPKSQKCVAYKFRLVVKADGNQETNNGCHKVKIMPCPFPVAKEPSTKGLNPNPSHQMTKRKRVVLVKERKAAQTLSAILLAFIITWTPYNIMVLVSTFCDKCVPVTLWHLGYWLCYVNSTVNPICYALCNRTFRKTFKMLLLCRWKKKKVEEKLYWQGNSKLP
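Replicates: One well per compound, no replicates | System: Human M5 receptor in CHO-K1 cells | Benchmarks: Low control EC20 acetylcholine (0%), high control EC100 acetylcholine (100%) | Probe or stimulus: Acetylcholine, EC20 level | Times: Fluo-8 loading 80 min at 37 °C plus 30 min room temperature | Signal: Intracellular calcium via Fluo-8 fluorescence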
CRFBP-R2 block – antagonists of CRF-BP/CRF-R2 complex, primary screen, cell-based, HEK293, calcium dye fluorescence, uHTS | CRF-induced calcium fluorescence | AID 588475, 2011 | 0.59% of 350,000 active | inhibition, % at 11.8 µM;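 active = inhibition of the ligand-induced calcium signal above about 50% at the single tested concentration, limit read from the data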
M5 ag – human M5 muscarinic receptor agonists, primary screen, CHO-K1 cells, Fluo-8 calcium fluorescence | Muscarinic acetylcholine receptor M5 (Homo sapiens), P08912 | CHO-K1 hM5 cells; 0% DMSO wells, 100% maximal acetylcholine response | activation, % at 3 µM | 0.19% of 360,000 active | AID 624037, 2012;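 active = activation above the run's mean over test compounds plus 3 SD, cut at about 23% in these data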;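 note: signal is peak over basal fluorescence ratio across the kinetic read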
M5 antag – human M5 muscarinic receptor antagonists, primary screen, CHO cells, Fluo-8 calcium fluorescence | inhibition, % at 3 µM | 0.59% of 360,000 active | Muscarinic acetylcholine receptor M5 (Homo sapiens), P08912 | CHO-hM5 cells, ACh EC80 | AID 624040, 2012;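 active = inhibition above a per-plate cutoff, the mean of that plate's test compounds plus 3 SD, cut at about 27% in these data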;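 note: 0% = acetylcholine EC80 with DMSO and 100% = DMSO without agonist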
CHRM4 antagonist – human M4 muscarinic receptor antagonists, primary screen, CHO cells, Fluo-8 calcium fluorescence; Muscarinic acetylcholine receptor M4 (Homo sapiens), P08173; CHO-hM4 cells, ACh EC80; inhibition, % at 3 µM; 0.73% of 360,000 active;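 active = inhibition above its plate's cutoff, the mean inhibition of sample wells plus 3 SD, cut at about 27% in these data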;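 note: 0% = acetylcholine EC80 with DMSO and 100% = DMSO without agonist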
Target sequence (P08173 whole entry, looked up): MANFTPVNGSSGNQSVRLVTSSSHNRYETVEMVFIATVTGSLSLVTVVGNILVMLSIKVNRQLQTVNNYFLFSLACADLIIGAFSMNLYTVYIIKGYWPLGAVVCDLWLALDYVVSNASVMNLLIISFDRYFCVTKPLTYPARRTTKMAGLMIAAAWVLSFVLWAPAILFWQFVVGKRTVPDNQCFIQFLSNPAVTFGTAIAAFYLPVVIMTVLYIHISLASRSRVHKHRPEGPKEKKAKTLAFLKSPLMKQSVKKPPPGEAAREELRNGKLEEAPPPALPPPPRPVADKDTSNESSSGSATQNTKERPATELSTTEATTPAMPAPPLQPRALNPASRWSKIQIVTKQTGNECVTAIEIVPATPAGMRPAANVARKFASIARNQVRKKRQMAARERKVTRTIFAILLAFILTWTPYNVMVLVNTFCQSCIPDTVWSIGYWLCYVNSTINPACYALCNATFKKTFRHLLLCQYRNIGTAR
CHRM4 PAM – human M4 muscarinic receptor positive allosteric modulators, primary screen, CHO-K1 cells, Fluo-8 calcium fluorescence. CHO-K1 hM4/Gqi5, ACh EC20; 0% = ACh EC20, 100% = maximal ACh. AID 624126, 2012. Muscarinic acetylcholine receptor M4 (Homo sapiens), P08173. 0.4% of 360,000 active. activation, % at 3 µM;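 active = activation above its plate's cutoff, the mean activation of sample wells plus 3 SD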; note: some results filed as inactive read as strong as hits
M4 ag – human M4 muscarinic receptor agonists, primary screen, CHO-K1 cells, Fluo-8 calcium fluorescence | 0.14% of 360,000 active | activation, % at 3 µM | CHO-K1 hM4/Gqi5; vehicle 0%, full acetylcholine response 100%;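 active = activation above the run mean over all test wells plus 3 SD, cut at about 32% in these data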;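 note: peak over basal fluorescence ratio per well then scaled between controls; 0% = DMSO wells and 100% = acetylcholine at EC100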
The depositor's hits bear a star; x = no result given.

Preview, two compounds:
SMILES	IDE cell inh	CRFR2-BP ag	CHRM5 PAM	CRFBP-R2 block	M5 ag	M5 antag	CHRM4 antagonist	CHRM4 PAM	M4 ag
Cc1ccccc1-n1c(=O)cc(NCc2ccc3c(c2)OCO3)[nH]c1=O	1	-0.5	0	12	2	1	-1	6	1
CCOC(=O)N1CCN(C(=O)CN(c2cc(C(F)(F)F)ccc2Cl)S(C)(=O)=O)CC1	-3	0.0	-2	9	3	-3	0	2	1

The list itself, from the first entry:
SMILES	IDE cell inh	CRFR2-BP ag	CHRM5 PAM	CRFBP-R2 block	M5 ag	M5 antag	CHRM4 antagonist	CHRM4 PAM	M4 ag
Cc1ccccc1-n1c(=O)cc(NCc2ccc3c(c2)OCO3)[nH]c1=O	1	-0.5	0	12	2	1	-1	6	1
CCOC(=O)N1CCN(C(=O)CN(c2cc(C(F)(F)F)ccc2Cl)S(C)(=O)=O)CC1	-3	0.0	-2	9	3	-3	0	2	1
O=C(Nc1ccccc1[N+](=O)[O-])OCC=Cc1ccccc1	x	0.6	-6	-7	0	4	-4	7	-2
COc1ccc(OC)c(S(=O)(=O)N2CCC(C(=O)N3CCN(c4ccc(F)cc4)CC3)CC2)c1	x	-1.9	-1	1	2	-1	-7	1	5
O=C(N=C1N=C2C=CC=CN2Cc2ccccc21)c1ccc(S(=O)(=O)N2CCOCC2)cc1	8	14	4	19	-5	10	9	-2	1
Cc1ccc(C(=O)N2CC(C)CC(C)C2)cc1S(=O)(=O)N1CCCCC1 (configuration not stated)	3	-0.4	-3	2	5	2	-4	2	2
O=C(Cc1ccccc1[N+](=O)[O-])Nc1ccccc1C(=O)N1CCCC1	1	0.3	7	5	-3	3	-1	-1	1
COc1ccc(Cl)cc1NC(=O)CN(C)C(=O)c1cn2ccccc2n1	4	-1.9	-4	7	5	-3	-1	4	4
CC(OC(=O)c1ncc(Cl)c(Cl)c1Cl)C(=O)NC1CCCCC1C (configuration not stated)	-5	-0.5	2	6	-5	-10	13	-4	0
COC(=O)C1=C(O)/C(=C/c2cccc(OC)c2O)N=C1C	3	-1.1	5	21	2	4	5	13	1
O=C(CCC(=O)N1CCN(c2ccccn2)CC1)Nc1nnc(C2CCCCC2)s1	3	-0.7	-1	-31	0	6	0	3	1
Cn1nnnc1Sc1ncnc2scc(-c3ccc(-c4ccccc4)cc3)c12	1	4.0	-9	1	0	8	2	-6	3
COc1cccc(CN2CCN(C(=O)c3cc(-c4cccnc4)nc4ccc(C)cc34)CC2)c1	3	-1.9	-17	-7	0	22	-2	-15	22
CC(=O)Nc1ccc(NC(=O)C(NS(=O)(=O)c2cccc3nsnc23)C(C)C)cc1 (configuration not stated)	5	0.3	-2	-17	-1	13	11	-2	0
Cc1noc(C)c1C(=O)N1CCN(c2ccc(OCc3ccccc3)cc2)CC1	10	-0.5	10	18	8	-8	1	-1	2
Cc1cccc2c3c([nH]c12)CCNC3	0	1.4	-2	-1	-6	11	-3	2	1
Nc1cc(-c2nn[nH]n2)ccc1F	7	0.2	1	3	1	-1	-8	9	1
CCN(CC(=O)NCc1ccc(Cl)cc1)C(=O)CSCC(=O)Nc1cccc(C)c1	2	-3.0	-7	3	-1	11	-17	3	4
O=C(NCCN1C(=O)C2C3C=CC(C3)C2C1=O)Nc1ccccc1O (configuration not stated)	2	-0.3	-2	5	1	-1	-2	-1	1
Cc1cc(C)c(S(=O)(=O)N(C)CC(=O)NCc2ccccn2)c(C)c1	3	0.5	2	-5	-1	-5	1	2	2
COCCNC(=O)C1CCCN(c2ncccn2)C1 (configuration not stated)	0	-0.7	-1	-4	1	6	-9	11	1
CCn1cc(C(=O)NCc2ccncc2)c(=O)c2cc(F)c(N3CCN(C(=O)c4ccco4)CC3)cc21	-2	-1.7	-1	4	3	-5	-5	-3	6
CCOC(=O)c1ccc(NC(=S)N(CCCN2CCCC2)Cc2cccs2)cc1	5	8.2	-4	-7	-17	9	9	-14	5
Cc1cc(C)c2c(n1)SCC(=O)N2CC(=O)Nc1c(C)cccc1C	0	0.6	-6	2	2	2	0	5	0
Cc1ccc(S(=O)(=O)N[C@H](C(=O)OCC(=O)NC(=O)Nc2ccc3c(c2)OCCO3)C(C)C)cc1	1	-1.7	6	0	2	5	-1	10	7

Entries of single compounds, quoted from the list. Values in the order: IDE cell inh	CRFR2-BP ag	CHRM5 PAM	CRFBP-R2 block	M5 ag	M5 antag	CHRM4 antagonist	CHRM4 PAM	M4 ag
Cn1nnnc1Sc1ncnc2scc(-c3ccc(-c4ccccc4)cc3)c12 is entered as 1	4.0	-9	1	0	8	2	-6	3
CCOC(=O)c1ccc(NC(=S)N(CCCN2CCCC2)Cc2cccs2)cc1 is entered as 5	8.2	-4	-7	-17	9	9	-14	5

Ordered by number of heavy atoms (lowest first): part of the list above.
SMILES	IDE cell inh	CRFR2-BP ag	CHRM5 PAM	CRFBP-R2 block	M5 ag	M5 antag	CHRM4 antagonist	CHRM4 PAM	M4 ag
Nc1cc(-c2nn[nH]n2)ccc1F	7	0.2	1	3	1	-1	-8	9	1
CC(OC(=O)c1ncc(Cl)c(Cl)c1Cl)C(=O)NC1CCCCC1C (configuration not stated)	-5	-0.5	2	6	-5	-10	13	-4	0
Cc1ccc(C(=O)N2CC(C)CC(C)C2)cc1S(=O)(=O)N1CCCCC1 (configuration not stated)	3	-0.4	-3	2	5	2	-4	2	2
Cn1nnnc1Sc1ncnc2scc(-c3ccc(-c4ccccc4)cc3)c12	1	4.0	-9	1	0	8	2	-6	3
Cc1noc(C)c1C(=O)N1CCN(c2ccc(OCc3ccccc3)cc2)CC1	10	-0.5	10	18	8	-8	1	-1	2

Next section.
SMILES	IDE cell inh	CRFR2-BP ag	CHRM5 PAM	CRFBP-R2 block	M5 ag	M5 antag	CHRM4 antagonist	CHRM4 PAM	M4 ag
CC(C)N1CCC1(C)C(=O)Nc1nccc2cccnc12 (configuration not stated)	x	x	0	x	0	10	-2	2	1
COc1ccc(C(=O)NCC(c2ccco2)N2CCc3ccccc3C2)cc1 (configuration not stated)	-1	20	-6	-19	11	8	1	-2	8
Cc1ccc(C2Cc3cc(O)c(O)cc3CN2)cc1 (configuration not stated)	0	-0.4	10	-7	-2	-1	-14	1	4
Cn1c(CNc2ccc(Cl)cc2)nnc1SCc1ccccc1	6	-4.5	-15	-11	-5	7	4	-4	2
COc1cc(OC)c2c(C)cc(=O)oc2c1C(CCN1CCOCC1)c1ccc(N(C)C)cc1 (configuration not stated)	-4	0.9	13	-11	3	-7	-3	0	0
O=C(NCc1ccccc1)C(c1cccnc1)N(C(=O)c1ccccn1)c1ccc(F)cc1 (configuration not stated)	3	-1.8	0	6	1	14	2	-1	4
CCCNC(=O)NC(=O)CSc1nc2cc(C(=O)OC)ccc2c(=O)n1-c1ccccc1	9	0.6	-4	17	-5	1	4	0	0
Oc1c(C(c2cccs2)N2CCN(c3cccc(Cl)c3)CC2)sc2ncnn12 (configuration not stated)	10	1.1	-1	-15	2	0	-17	5	6
CC(C)(C)C(=O)Nc1ccc(S(=O)(=O)c2ccc(NC(=O)C(C)(C)C)cc2)cc1	1	4.5	4	-4	4	-5	-5	10	6
O=C(CSc1nc2ccccc2[nH]1)Nc1nc(-c2cccc(Br)c2)cs1	-1	-0.5	-5	10	0	4	-3	0	1
O=C1C=C(c2ccccc2)CC(c2ccc(F)cc2)C1 (configuration not stated)	-6	-2.2	-6	8	2	8	1	-5	2
CCOC(=O)C1CCN(C(=O)COC(=O)/C=C/c2ccc([N+](=O)[O-])cc2)CC1	-2	-1.5	-4	-9	8	4	3	-2	6
Cc1ccc(CNS(=O)(=O)c2ccc(C(F)(F)F)cc2)n1C	1	-1.4	5	3	8	-10	-15	-1	0
CC(=O)c1sc2nc(=O)c(C)nn2c1C	0	-0.2	2	-28	1	1	11	4	-1
CC(=O)N1CCN(c2ccc(Oc3ncnc4sccc34)cc2)CC1	1	-2.2	2	26	0	-7	-8	20	5
COC(=O)CNC(c1ccccc1)c1cc(Br)ccc1NC(=O)CCN1CCOCC1 (configuration not stated)	9	-0.9	1	-22	-2	-14	-19	3	2
Nc1ccccc1CNc1nc(NCCO)nc2c1ncn2CCN1CCOCC1	-2	-1.2	13	-2	3	-5	-10	8	1
O=C(CN1CCN(C2CCS(=O)(=O)C2)CC1)N1N=C(c2ccc(Cl)cc2)CC1c1ccco1 (configuration not stated)	x	0.4	1	-18	-4	0	-10	0	0
C/C(=N/NC(=O)C(C)n1nc(C)c([N+](=O)[O-])c1C)c1ccc(OCC(N)=O)cc1 (configuration not stated)	1	-3.4	-4	3	1	7	-1	1	4
CNC(=O)CCn1nc(-c2ccc(C)cc2)c2ccccc2c1=O	6	-0.2	2	-5	-3	1	-3	-3	0
Oc1ccc(N=Nc2ccccc2C(F)(F)F)c2cccnc12	-1	-0.2	3	-2	-2	-1	-12	4	1
COc1cccc(NC(=O)CS(=O)(=O)Cc2nc(-c3ccc(C)cc3)oc2C)c1	1	-1.1	11	7	4	-18	-10	-1	4
CCOC(=O)C1=C(c2ccccc2)Nc2ncnn2C1c1ccc(O)cc1 (configuration not stated)	3	1.8	-3	-1	-3	4	10	2	1
NC(=NCc1ccccc1)c1cccc([N+](=O)[O-])c1	3	1.6	-3	1	-1	6	11	0	0
O=C(CN1C(=O)NC(c2ccccc2)(c2ccccc2)C1=O)NC1CCCC1	0	-0.5	12	-10	-2	10	7	3	0
More records follow:
SMILES	IDE cell inh	CRFR2-BP ag	CHRM5 PAM	CRFBP-R2 block	M5 ag	M5 antag	CHRM4 antagonist	CHRM4 PAM	M4 ag
COc1ccc(CN2CCN(c3nc4ccccc4s3)CC2)cc1	x	1.2	-6	-1	-2	10	6	-7	1
Nn1c(Cc2ccccc2)nnc1Cc1ccccc1	x	-3.5	-6	13	-4	15	1	7	1
O=C(Cn1c(=O)n(Cc2ccco2)c(=O)c2ccccc21)Nc1cccc(Cl)c1	1	-0.2	-7	4	1	6	-1	-5	5
C/C(=N\NC(=O)c1csc(C)c1C)c1ccc(C)s1	-2	0.3	-2	6	-3	-3	1	1	2
CCNC(=S)N(CCN(C)C)Cc1cc2cc(OCC)ccc2[nH]c1=O	1	2.9	1	13	-7	5	2	0	2
O=C(c1ccc(COc2ccccc2Br)cc1)N1CCCCC1	-6	0.9	-2	12	-4	12	2	2	2

Reformatted with the structure last: 2 of the compounds above
IDE cell inh | CRFR2-BP ag | CHRM5 PAM | CRFBP-R2 block | M5 ag | M5 antag | CHRM4 antagonist | CHRM4 PAM | M4 ag | SMILES
x | -3.5 | -6 | 13 | -4 | 15 | 1 | 7 | 1 | Nn1c(Cc2ccccc2)nnc1Cc1ccccc1
x | 1.2 | -6 | -1 | -2 | 10 | 6 | -7 | 1 | COc1ccc(CN2CCN(c3nc4ccccc4s3)CC2)cc1
